# Screening results as filed in PubChem BioAssay.
# Measles CPE: protection of cells from measles virus. hit rate 1.5% among 140,000. Measles virus-infected cells, CPE protection, absorbance. protection (pct of control), % at 4 µM. AID 841; in the data active = protection mostly above about 24%, no sharp cut-off; inactive = mostly below about 26%; note: some compounds called inactive have numbers as strong as hits
# Yeast growth inh: reduces growth of yeast BB579 in restrictive medium; S. cerevisiae BB579 growth, OD615, 48 h; inhibition, % at 10 µM; hit rate 0.51% among 140,000;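 active = inhibition above a set limit, 3 SD over the mean compound inhibition, cut at about 44% in these data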; note: inactives centre near -24
#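 System: Saccharomyces cerevisiae DeaD strain BB579, replicative lifespan model yeast | Buffer or medium: Restrictive glucose-based CSMM-D medium | Times: 4 h preincubation and 48 h exposure at 30 °C | Detection: OD615 turbidity measurement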
# Phagocyt inh: blocks phagocytosis by macrophages; inhibition, % at 5 µM; hit rate 0.07% among 110,000; AID 1029; J774A.1 macrophage IgG-bead phagocytosis, imaging;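 active = inhibition above the mean of the plate negative controls plus 5 SD, cut at about 13% in these data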;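 note: phagocytic index as fraction of beads internalized from green versus red external bead signal; plate controls were DMSO negative control for no effect and cytochalasin-D positive control for full effect; some results beyond the cut were filed as inactive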
# Yeast life ext: extends the lifespan of yeast; S. cerevisiae growth with nicotinamide, OD615; deaD strain in restrictive glucose medium; inhibition of the nicotinamide effect, % at 10 µM; hit rate 0.68% among 130,000;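 active = inhibition above a set limit, placed 3 SD over the median of all compounds, cut at about 26% in these data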;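 note: 0% = nicotinamide-treated wells and 100% = cells grown without nicotinamide; some compounds called inactive have numbers as strong as hits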
#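 System: Modified budding yeast, DeaD strain | Buffer or medium: Restrictive glucose medium | Also added: 1.5 mM nicotinamide | Doses: 10 µM single point, 0.25% DMSO | Schedule: 48 h compound exposure at 30 °C, humidified | Detection: Absorbance at 615 nm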
# GALR2 antag: blocks the human galanin receptor 2 | O43603 | GALR2-expressing cells, antagonist mode | inhibition, % at 4 µM | hit rate 0.39% among 140,000 | AID 828; in the data active = inhibition above about 27%;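 note: cells stimulated with galanin 1-16 at roughly its EC80; 0% = agonist challenge control and 100% = basal control without agonist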
# Target sequence (O43603 whole entry, looked up): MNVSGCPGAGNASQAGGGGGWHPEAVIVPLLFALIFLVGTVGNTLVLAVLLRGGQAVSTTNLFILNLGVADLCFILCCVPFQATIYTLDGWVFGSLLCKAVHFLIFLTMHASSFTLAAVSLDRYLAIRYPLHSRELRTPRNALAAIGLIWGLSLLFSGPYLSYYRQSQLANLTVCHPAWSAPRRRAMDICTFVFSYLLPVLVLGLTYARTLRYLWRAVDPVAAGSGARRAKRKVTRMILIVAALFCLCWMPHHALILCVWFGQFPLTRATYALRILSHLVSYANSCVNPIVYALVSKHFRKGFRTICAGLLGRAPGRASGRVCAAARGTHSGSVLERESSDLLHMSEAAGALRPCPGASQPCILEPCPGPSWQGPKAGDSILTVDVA
# NPY Y2 blocker: NPY-Y2 (human) receptor antagonism | P49146 | NPY-Y2 expressing cells, antagonist mode | inhibition, % at 2.7 µM | hit rate 0.99% among 140,000; in the data active = inhibition above about 17%;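 note: 0% = vehicle with agonist challenge and 100% = reference antagonist with challenge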
# Target sequence (P49146 whole entry, looked up): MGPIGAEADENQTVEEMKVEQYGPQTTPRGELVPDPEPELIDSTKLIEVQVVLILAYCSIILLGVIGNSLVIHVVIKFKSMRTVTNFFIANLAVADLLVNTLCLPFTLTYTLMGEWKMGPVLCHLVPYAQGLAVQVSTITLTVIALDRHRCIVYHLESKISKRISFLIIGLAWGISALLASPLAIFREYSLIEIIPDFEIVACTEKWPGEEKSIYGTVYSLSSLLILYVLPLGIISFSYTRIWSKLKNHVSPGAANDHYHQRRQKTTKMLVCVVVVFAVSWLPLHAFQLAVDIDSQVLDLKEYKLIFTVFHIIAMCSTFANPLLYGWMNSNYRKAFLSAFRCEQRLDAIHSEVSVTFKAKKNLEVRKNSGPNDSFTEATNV
# MRP1 act: activators of MRP-1. H69AR cells + doxorubicin, viability rescue, CellTiter-Glo. viability increase, % at 10 µM. hit rate 0.61% among 140,000. AID 799;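 active = viability gain under doxorubicin at or above a set limit, the compound median plus 3 SD, cut at about 4.7% in these data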;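 note: MRP-1 overexpressing cells given doxorubicin 25 µM after compound pretreatment; 18-22 h compound pretreatment then 72 h with doxorubicin before readout; 0% = doxorubicin-only wells and 100% = vehicle-treated cells without doxorubicin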
# E-sel TNF inh: blocks E-selectin expression induced by TNF alpha; hit rate 0.71% among 120,000; inhibition, % at 2 µM; HUVEC TNFa-induced E-selectin immunofluorescence, high content; AID 1246;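 active = inhibition above the batch mean plus 3 SD, and confirmed as a hit on visual image review, cut at about 43% in these data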;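 note: 0% = TNF-stimulated DMSO wells and 100% = unstimulated control wells; not every result past the cut was called active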
# PTEN del growth: suppresses growth of cells with PTEN deletion; HCT116 PTEN-null viability, CellTiter-Glo, 60 h; hits give low values; viability, % at 10 µM; hit rate 1.2% among 140,000; AID 827;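 active = viability at or below a set limit, 4 SD under the median of all tested compounds, cut at about 3.7% in these data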;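 note: PTEN knockout HCT116 line with beta catenin targeted HCT116 as companion control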
# bCat KO growth: beta-catenin-lacking colon tumor cell growth suppression; viability, % at 10 µM; hit rate 1.5% among 140,000; AID 818; HCT116 beta-catenin knockout viability, CellTiter-Glo, 60 h; hits give low values;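 active = viability at or under a set limit, the compound median less 4 SD, cut at about 6% in these data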;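 note: 0% = Hyamine 1622 control at 20 µM and 100% = untreated cell control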
# Numbers without * were called inactive; nt = no result given.
SMILES,Measles CPE,Yeast growth inh,Phagocyt inh,Yeast life ext,GALR2 antag,NPY Y2 blocker,MRP1 act,E-sel TNF inh,PTEN del growth,bCat KO growth
Cn1cccc1C(=S)N1CCOCC1,10.2,-43.1,-0.1,-12.6,-1.0,1.5,-0.8,2.6,92.6,99.3
Cc1nc2ccc(NC(=O)c3ccc(S(=O)(=O)N4CCOCC4)cc3)cc2s1,5.0,-26.7,nt,-4.8,-2.8,5.1,-2.0,23.0,96.2,87.9
Cc1cc(=O)[nH]c(Nc2c(C)n(C)n(-c3ccccc3)c2=O)n1,7.0,-29.7,-0.7,-1.9,13.1,3.3,-1.6,-5.7,93.8,92.6
O=C(Cc1ccc(F)cc1)Nc1c2c(nn1-c1cccc(Cl)c1)CS(=O)C2 (configuration not stated),8.2,-16.3,-0.9,-6.4,-1.9,0.8,-2.5,-13.3,88.5,89.1
CC(C)N1C(=O)CCC1C(=O)N1CCC(Cc2ccccc2)CC1 (configuration not stated),8.4,1.2,nt,0.7,7.7,2.5,-3.0,-12.9,93.0,79.9
COc1cccc(CNC(=O)C2CCC(CNS(=O)(=O)c3cccc4nsnc34)CC2)c1 (configuration not stated),4.5,-14.3,0.8,-9.6,5.5,9.5,-1.8,11.6,74.0,70.2
Cc1cccc(N2CCN(S(=O)(=O)c3ccc4c(c3)n(C)c(=O)c(=O)n4C)CC2C)c1 (configuration not stated),5.9,-61.5,nt,14.2,1.1,3.6,-4.9,nt,83.8,80.8
COC(=O)c1sccc1N/N=C/c1ccc(OC)c(OC)c1OC,6.8,-58.9,-10.7,-5.1,-3.1,4.6,4.6,-5.2,91.0,86.8
CC(C)(C)c1ccc(CSc2nnc(-c3ccccn3)n2Cc2ccco2)cc1,12.1,-19.4,2.5,4.1,-6.1,16.1,-2.5,-36.7,64.3,69.8
COc1ccc2nc(NC(=O)c3ccc(Br)s3)sc2c1,3.1,-71.7,1.3,-7.5,2.5,-0.6,-1.0,7.3,80.6,92.3
COC(=O)c1scc(C)c1N/N=C(\C)c1ccc(F)cc1,3.7,-73.8,nt,-5.5,5.4,2.2,-0.5,-13.9,86.2,86.5
Nc1c(C(=O)Nc2ccccc2)sc2nc3c(c(-c4ccco4)c12)CCCC3,4.7,-55.7,nt,-16.1,6.0,0.3,-3.7,13.1,82.4,81.7
Cc1nn(C)c(C)c1/C=N/NC(=O)CCn1nc(C)c([N+](=O)[O-])c1C,17.1,-5.8,-7.5,-2.8,-5.3,1.4,-0.1,-32.0,94.9,93.7
CCC(=O)Nc1ccc(C(=O)CSc2nnc(-c3ccc(O)cc3)n2CC2CCCO2)cc1 (configuration not stated),7.9,-7.5,-0.6,-16.5,-4.6,-0.9,-0.5,-23.1,94.0,93.4
CS(=O)(=O)Nc1ccc2c3c(cccc13)CC2,nt,nt,-1.4,nt,-6.7,1.9,nt,6.2,nt,nt
Cc1cc(Nc2ccc3c(c2)OCCO3)c2ccccc2n1,16.5,-21.9,nt,5.1,9.6,9.8,-3.0,nt,66.3,61.5
CCOC(=O)CN=C1CC(C)(C)CC2=C1Sc1ncnc(N(C)C)c1N2,8.8,-18.9,-0.6,-10.5,8.3,6.5,-3.4,-12.5,84.8,84.1
O=C(Nc1cc(Cl)cc(Cl)c1)C(NCC1CCCO1)c1ccccc1 (configuration not stated),20.4,-11.5,-10.2,-2.9,-3.7,6.5,-1.9,-7.1,66.3,71.2
Clc1ccc(-c2noc(COc3ccccc3)n2)cc1,14.0,-43.1,-0.4,nt,3.1,9.0,2.1,-5.6,92.7,90.2
CCC(C)[C@H](NC(=O)Nc1ccc(Oc2ccccc2)cc1)C(=O)O (some centres not stated),3.4,8.4,nt,-13.6,-0.5,-0.1,-1.4,-30.4,91.9,101.5
CCCCNC(=O)CCn1c(=O)c2ccccc2n(Cc2ccc(F)cc2)c1=O,4.6,-14.8,-8.2,-3.0,7.2,0.7,-4.4,nt,85.0,62.0
O=C(Nc1cc(S(=O)(=O)N2CCOCC2)ccc1N1CCCC1)c1cnccn1,4.6,-16.9,-5.4,-5.0,-12.5,-0.8,-2.1,-4.1,91.0,83.7
O=C(Nc1ccc2oc(-c3ccccc3)nc2c1)c1ccncc1,5.2,-3.7,-0.4,-28.7,9.1,1.3,1.1,-2.2,82.0,77.7
Cc1cc(C(=O)N/N=C/c2cc(Br)cc([N+](=O)[O-])c2O)c2ccccc2n1,7.5,2.1,-7.8,-6.2,-0.1,2.4,-0.6,0.4,54.7,59.9
Cc1ccc(S(=O)(=O)NCCCNS(C)(=O)=O)cc1,2.4,6.4,-2.4,-8.7,-2.6,0.8,-1.8,-38.6,92.7,91.6
CNC(=O)NC(=O)C(C)OC(=O)c1c(C)noc1C (configuration not stated),5.7,-16.3,nt,-6.2,-5.0,-2.6,-0.1,33.4,87.3,87.5
CC(C)(C)NC(=S)Nc1ccc(Nc2ccccc2)cc1,4.7,-5.0,nt,-19.2,4.9,-2.8,-3.2,-6.7,17.7,13.6
Cc1ccc(S(=O)(=O)N2CCC(=O)N(CCOCc3cccc(C)c3)CC2)cc1,1.3,-58.8,nt,3.8,-1.4,0.8,-2.4,nt,83.5,79.1
CCC(=O)Nc1cccc(NC(=S)NC(=O)Cc2ccccc2)c1,11.4,-21.8,-4.2,1.9,-11.3,1.9,-2.1,21.4,108.4,99.6
COc1ccc(-c2n[nH]c(=S)n2Cc2ccco2)cc1,3.1,3.6,-1.2,-8.5,-4.0,1.6,0.3,-12.3,108.4,99.8
O=C(NCc1ccc(Cl)cc1Cl)C(=O)N1CCCCC1,25.1,-28.6,-0.2,-0.3,-8.0,2.6,-1.7,nt,101.4,93.9
CSc1ccc(/C=C/C(=O)c2ccc(NC(=O)Cc3ccccc3)cc2)cc1,18.3,-70.4,nt,-19.9,-4.6,-2.8,-5.8,31.6,18.4,22.9
O=C1C=C(NCCN2CCOCC2)C(=O)c2cnccc21,4.3,-32.4,nt,9.4,26.2,-1.8,-4.5,24.5,1.9*,1.8*
CCOC(=O)c1cnn2c(C(F)(F)F)cc(-c3cn(C)nc3C)nc12,3.9,-1.4,8.1,-20.6,0.5,0.8,-1.9,-8.3,97.7,120.8
Cc1ccc2[nH]c3c(=O)n(CCN4CCOCC4)cnc3c2c1,8.8,-23.7,nt,-8.0,-2.6,-2.1,-2.0,-45.8,93.8,84.3
CCSc1nc2sc3c(c2c(=O)[nH]1)CCCC3,11.6,-46.5,nt,nt,-6.9,3.5,0.9,-9.5,95.8,96.6
CCCCC(CC)C(=O)NCc1ccc(F)cc1 (configuration not stated),3.4,-21.2,-2.1,8.2,-2.4,1.9,-1.9,-7.1,88.4,79.4
CCOC(=O)c1ccccc1NC(=S)N1CCC(N2CCCCC2)CC1,30.4,-49.1,-3.5,7.6,5.6,2.3,-0.7,-4.5,89.2,89.6
COCCn1nnnc1C(c1cccc(C(F)(F)F)c1)N1CCOCC1 (configuration not stated),9.4,-13.8,nt,nt,-6.5,-0.6,-1.7,-11.9,93.5,88.0
O=C(CSc1nnc(CNc2ccccc2)o1)N1CCCc2ccccc21,7.1,-3.2,nt,-18.3,-6.9,1.2,-2.6,-4.8,85.3,80.2
COc1cccc(OC)c1C(=O)NCCN1CCN(C(=O)c2c(OC)cccc2OC)CC1,12.2,-25.5,-2.7,-5.8,-3.0,4.1,-1.0,8.8,96.6,97.1
CCOC(=O)C1CCCN(C(=O)C2CCCN(S(=O)(=O)c3ccc4c(c3)oc(=O)n4C)C2)C1 (configuration not stated),1.5,-64.7,-0.2,-3.9,0.4,0.1,-0.2,nt,89.6,81.4
CC/C(=N/NC(=O)c1ccc(Br)o1)c1ccc(Cl)cc1,3.5,-57.4,-6.7,-6.0,-5.9,4.8,1.3,9.3,90.3,100.7
Cc1cccnc1-n1c(CCN2C(=O)c3ccccc3C2=O)nc2ccccc2c1=O,6.4,-21.2,0.8,nt,-4.2,2.3,-0.5,-24.2,92.0,97.6
COc1cc(C=C(C(C)=O)C(C)=O)ccc1O,12.0,-6.0,nt,2.3,-2.8,2.5,-3.6,-10.7,83.5,83.9
CCS(=O)(=O)N1CCC(C(=O)Nc2cc(Cl)ccc2O)CC1,13.3,30.5,nt,-2.6,12.9,0.4,-4.5,-11.0,96.5,88.1
CCOC(=O)CC(NC(=O)C(CC)c1ccccc1)c1ccccc1Cl (configuration not stated),15.3,6.0,-11.0,-0.9,-0.6,13.3,-0.7,21.1,82.5,74.3
O=C(NCCc1ccccc1)c1cccnc1,10.7,-56.6,1.6,-13.0,-0.2,2.4,-0.2,-2.3,106.1,109.4
Cn1c(=O)c(C#N)c(-c2ccccc2)n2cnnc12,19.0,1.8,-1.5,-6.0,7.7,1.4,0.8,nt,97.4,94.2
CN(C)c1ccc(/C=c2\sc3nc(-c4ccccc4)nn3c2=O)cc1,31.3,-49.8,nt,-13.2,7.3,7.0,-0.1,-5.3,97.5,99.2

# Limited to E-sel TNF inh, for some of the entries so far:
molecule	E-sel TNF inh
O=C(NCCc1ccccc1)c1cccnc1	-2.3
COc1cccc(OC)c1C(=O)NCCN1CCN(C(=O)c2c(OC)cccc2OC)CC1	8.8

# (next part)
SMILES,Measles CPE,Yeast growth inh,Phagocyt inh,Yeast life ext,GALR2 antag,NPY Y2 blocker,MRP1 act,E-sel TNF inh,PTEN del growth,bCat KO growth
O=C(c1ccc(-c2ccccc2)cc1)N1CCC(C(=O)N2CCCC2)CC1,23.2,-6.1,0.4,-15.8,2.7,0.9,-2.3,-36.8,79.9,94.1
COc1ccc(C)cc1S(=O)(=O)N(C)CC(=O)Nc1ccc2c(c1)OCCO2,nt,-54.1,-1.1,-13.0,-14.0,3.1,-0.2,5.0,95.3,93.1
COc1cc(N2C(=O)CSC23C(=O)Nc2ccccc23)cc(OC)c1OC (configuration not stated),4.0,-8.8,-4.6,1.4,5.6,0.7,-0.6,-1.9,96.9,95.8
CC1(C)CC(=O)C=C(NCCCNC2CCCCC2)C1,5.3,2.8,0.5,-7.2,-2.4,-1.3,-2.0,nt,103.4,84.5
N#Cc1c(-c2ccncc2)c2c([nH]c1=S)CCCC2,3.9,-9.9,0.8,-11.9,11.5,0.1,-2.0,44.8,75.2,75.0
Cc1ccc(C(C)C)c(OCc2nc(-c3nonc3N)no2)c1,5.2,-6.0,-0.3,-9.5,-4.0,12.4,6.4*,4.1,73.8,81.4
Cc1cc(C)c(S(=O)(=O)N2CCCOC2CNC(=O)C(=O)NCc2ccncc2)c(C)c1 (configuration not stated),20.0,-5.7,-11.2,3.8,-2.6,0.7,-0.1,nt,94.6,100.8
CN(C)c1cc(N)c2ccccc2n1 (tested in a mixture with another compound),19.9,3.1,3.5,13.9,11.2,0.6,-0.5,1.3,91.7,86.3
Cc1cccc(Nc2c(-c3ccc(N4CCOCC4)cc3)nc3ncccn23)c1,13.7,-20.1,nt,12.1,10.6,0.8,-3.5,-8.5,82.9,93.0
